AID2073: disruptors of CaV2.2 binding to Mint1 – biochemical, HTRF (AID 2073) | 0.19% of 290,000 active | inhibition, % at 20 µM, or IC50 in µM where a hit was titrated | HTRF protein-protein interaction, Mint1-CaV2.2; higher % means a stronger effect; in the data active means inhibition mostly above about 51%, no sharp cut-off; inconclusive means no clear call, values can overlap the other calls; inactive means mostly below about 53%; further: some results filed as inactive read as strong as hits
West Nile antiviral: inhibition of WNV-induced cytopathic effect – cell-based, CPE readout (AID 1621); 0.02% of 290,000 active; CPE inhibition, % at 10 µM; hits with a dose series show IC50 in µM; West Nile virus-infected cells, CPE inhibition; higher % means a stronger effect; in the data active means a potency from the dose series; inconclusive means CPE inhibition mostly from about 3.7% at the one dose, without a potency; inactive means the rest, 99 in 100 with CPE inhibition below about 2.2%; further: strong numbers were not always called active
MgcRacGAP inhibition: MgcRacGAP GTPase-activating activity inhibitors, confirmation, biochemical, ADP Hunter fluorescence. 0.6% of 340,000 active. one-dose inhibition, % at 30 µM; IC50 in µM for titrated hits. MgcRacGAP-stimulated Rac1 GTP hydrolysis, ADP Hunter fluorescence; higher % means a stronger effect; GST-tagged Rac1 F28L mutant substrate;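 active means first-screen hits whose inhibition reached a set limit at any dose in the follow-up dose series; inconclusive means inhibition above the set first-screen limit but never retested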;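 further: fluorescence reports GDP produced by GAP-driven GTP hydrolysis; strong numbers were not always called active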
SV40 large T antigen: TAg ATPase/helicase activity blockers – biochemical (AID 1903); SV40 large T antigen ATPase/helicase inhibition assay; higher % means a stronger effect; inhibition, % at 20 µM, or IC50 in µM where a hit was titrated; 0.39% of 310,000 active; in the data active means a potency from the dose series; inconclusive means inhibition mostly from about 32% at the one dose, without a potency; inactive means the rest, 99 in 100 with inhibition below about 32%; further: strong numbers were not always called active
SIAH1 antagonists: Siah-1 peptide-binding antagonists, primary screen, biochemical, fluorescence polarization, rhodamine-plectin, uHTS (AID 1817) | Siah-1 / rhodamine-plectin peptide fluorescence polarization; higher % means a stronger effect | displacement, % at 20 µM, or IC50 in µM where a hit was titrated | 0.02% of 290,000 active;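 active means displacement of at least 50% at 20 µM, with a fluorescence ratio check between 0.3 and a set limit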;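 further: plate controls were Siah plus tracer with DMSO for no effect and tracer alone without Siah for full effect; strong numbers were not always called active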
RSV antiviral HEp-2: RSV antiviral activity via CPE protection, HEp-2 cells, primary 10 µM value included (AID 2391); HEp-2 cells, RSV-induced CPE inhibition; higher % means a stronger effect; CPE inhibition, % at 10 µM, or IC50 in µM where a hit was titrated; 0.13% of 310,000 active; in the data active means a potency from the dose series; inconclusive means CPE inhibition mostly from about 23% at the one dose, without a potency; inactive means the rest, 99 in 100 with CPE inhibition below about 21%; further: strong numbers were not always called active
NTR1 agonist: NTR1-driven beta-arrestin-GFP spot formation – imaging, U2OS cells, high content, primary screen (AID 493036); agonist mode; activation, % at 20 µM; 0.17% of 330,000 active;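 active means activation at or above 40% of the spot to cytoplasm intensity ratio, with at least 20 cells analyzed; inconclusive means wells under 20 cells, flagged as cytotoxic or low count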;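 further: 0% = DMSO without peptide and 100% = 100 nM NTR1 peptide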
Target sequence (P30989 whole entry, looked up): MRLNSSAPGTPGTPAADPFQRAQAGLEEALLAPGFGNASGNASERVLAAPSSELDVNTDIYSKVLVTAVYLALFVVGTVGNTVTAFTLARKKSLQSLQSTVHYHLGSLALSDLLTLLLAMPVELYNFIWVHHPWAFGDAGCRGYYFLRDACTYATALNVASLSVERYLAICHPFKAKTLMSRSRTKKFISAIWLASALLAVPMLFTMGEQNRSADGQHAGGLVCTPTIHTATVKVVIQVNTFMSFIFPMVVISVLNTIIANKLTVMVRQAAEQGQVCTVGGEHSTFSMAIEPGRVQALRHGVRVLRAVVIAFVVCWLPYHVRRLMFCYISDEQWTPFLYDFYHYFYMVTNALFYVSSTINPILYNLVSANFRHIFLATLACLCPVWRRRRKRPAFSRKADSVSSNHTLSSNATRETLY
NS5 inhibitors: flavivirus cap methylation enzyme inhibition – biochemical, confirmation dose response, primary screen (AID 588689); Dengue-2 NS5 methyltransferase capping enzyme assay, biochemical; higher % means a stronger effect; inhibition, % at 25 µM, or IC50 in µM where a hit was titrated; 0.3% of 340,000 active; in the data active means a potency from the dose series; inconclusive means inhibition above about 29% without an active follow-up result
UTI89 phage lysis: protection from phage-mediated lysis, alamar blue read-out – E. coli UTI89, K1F phage, bacterial capsule biogenesis inhibitors (AID 488966); E. coli UTI89 K1F phage lysis, alamar blue, 2 h; higher % means a stronger effect; inhibition, % at 100 µM, or IC50 in µM where a hit was titrated; 0.02% of 340,000 active;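 active means phage lysis inhibition, versus mean bacterial control, above a set limit; inconclusive means no clear call, values can overlap the other calls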;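 further: capsule biogenesis inhibitors block K1F phage lysis so surviving cells raise fluorescence; higher fluorescence means more inhibition of phage lysis; actives were called in the ten point dose series up to 300 µM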
NTR1 agonist cell count 20 µM: also measured in NTR1 agonist; calls as there; cell count; measured here: cell count, cytotoxicity flag
NS5 inhibitors pilot replicate: second read-out of NS5 inhibitors, no call of its own (marks repeat the call); inhibition, %; measured here: pilot screen replicate inhibition
Starred values were filed as active, the others as inactive; ? = inconclusive; / = not tested or not shown; [ ] = remark or other dose. Rows were taken by chance; about 1.6% have a hit in one of these screens.

Start of the data: the first five compounds as a preview:
SMILES	AID2073	West Nile antiviral	MgcRacGAP inhibition	SV40 large T antigen	SIAH1 antagonists	RSV antiviral HEp-2	NTR1 agonist	NTR1 agonist cell count 20 µM	NS5 inhibitors	UTI89 phage lysis	others
COc1ccccc1NC(=O)Nc1nn(C)c2cccc(OC)c12	3%	-0.4%	13%	9%	-2%	41µM*	5.4	64	-5%	12%
COCCOc1ccc(C(F)(F)F)cc1NC(=O)CN1C(=O)NC(C)(c2ccc3c(c2)OCO3)C1=O (stereo not drawn)	/	/	0%	11%	/	7.0%	0.0	64	1%	0.4%[50 µM]
COc1ccc(NC(=O)COC(=O)C2CCN(S(=O)(=O)c3ccccc3)CC2)cc1Cl	/	/	3%	14%	/	2.0%	0.0	74	1%	0.5%[50 µM]
Cc1noc(C)c1COC(=O)c1ccc2c(c1)OCO2	1%	-0.1%	6%	2%	3%	1.0%	2.3	51	6%	5.6%
CCCCN1C2=NCCCN2c2cc(C)c(C)cc21	6%	/	12%	1%	0%	1.0%	2.3	64	-7%	-0.1%

The listing (from the top)
SMILES	AID2073	West Nile antiviral	MgcRacGAP inhibition	SV40 large T antigen	SIAH1 antagonists	RSV antiviral HEp-2	NTR1 agonist	NTR1 agonist cell count 20 µM	NS5 inhibitors	UTI89 phage lysis	others
COc1ccccc1NC(=O)Nc1nn(C)c2cccc(OC)c12	3%	-0.4%	13%	9%	-2%	41µM*	5.4	64	-5%	12%
COCCOc1ccc(C(F)(F)F)cc1NC(=O)CN1C(=O)NC(C)(c2ccc3c(c2)OCO3)C1=O (stereo not drawn)	/	/	0%	11%	/	7.0%	0.0	64	1%	0.4%[50 µM]
COc1ccc(NC(=O)COC(=O)C2CCN(S(=O)(=O)c3ccccc3)CC2)cc1Cl	/	/	3%	14%	/	2.0%	0.0	74	1%	0.5%[50 µM]
Cc1noc(C)c1COC(=O)c1ccc2c(c1)OCO2	1%	-0.1%	6%	2%	3%	1.0%	2.3	51	6%	5.6%
CCCCN1C2=NCCCN2c2cc(C)c(C)cc21	6%	/	12%	1%	0%	1.0%	2.3	64	-7%	-0.1%
COC(=O)c1ccccc1NC(=O)CSc1n[nH]c(-c2cccnc2)n1	13%	-0.6%	3%	2%	7%	11%	0.6	47	/	-0.2%
CCOC(=O)C1CCCN(S(=O)(=O)c2ccc(Br)s2)C1 (stereo not drawn)	-4%	-0.1%	7%	-3%	3%	0.3%	-0.6	51	0%	-1.0%
CC(=O)c1ccc(NC(=O)C2CCCN(S(=O)(=O)c3c(C)[nH]c(=O)[nH]c3=O)C2)cc1 (stereo not drawn)	16%	0.8%	-4%	3%	10%	-1.0%	1.0	63	9%	-0.3%
CN(C(=O)CSc1nc(C2CC2)n(-c2ccccc2)n1)C1CCS(=O)(=O)C1 (stereo not drawn)	/	/	7%	/	/	/	-0.5	66	-4%	0.9%[50 µM]
O=C(CSc1nnc(CNC(=O)c2ccc(F)cc2)o1)NCC1CCCO1 (stereo not drawn)	10%	-0.1%	8%	-1%	6%	1.5%	0.5	56	-3%	0.0%
C=CCC(O)c1c(-c2ccccc2)nn(C)c1Cl (stereo not drawn)	-4%	/	8%	7%	6%	0.2%	0.0	90	7%	-0.8%
CCOC(=O)C(C)Sc1nc(=O)n2cccc(C)c2n1 (stereo not drawn)	2%	-0.1%	1%	0%	8%	-2.2%	0.3	21	-13%	1.8%
Brc1ccc(C2=Nc3ccccc3C(c3ccncc3)=NN2)cc1	51%	-1.2%	9%	/	11%	1.3%	-1.1	43	5%	0.2%
O=C1/C(=C\c2cccc(O)c2)SC(=S)N1Cc1ccccc1	15%	-0.1%	4%	-3%	-2%	4.6%	10	61	-15%	1.2%
Cc1cc2occ(CC(=O)NNC(=O)c3ccccc3)c2cc1C	9%	0.1%	1%	0%	-3%	1.9%	1.3	55	-6%	-0.3%[50 µM]
CC1CCCN(S(=O)(=O)c2ccc(NC(=O)CN3CCN(C)CC3)cc2)C1 (stereo not drawn)	7%	-0.3%	7%	5%	-2%	-1.9%	0.6	86	5%	0.4%	NS5 inhibitors pilot replicate=1.4
CC(C)c1nnc(NC(=O)CCCCCN2C(=O)C3C4C=CC(C4)C3C2=O)s1 (stereo not drawn)	4%	-0.4%	-9%	6%	-4%	4.9%	-0.3	95	-1%	-1.3%
CC(C)(C)NC(=O)NC(=O)CN1CCN(S(=O)(=O)c2ccc3c(c2)CCCC3)CC1	/	/	1%	14%	/	3.2%	-0.9	61	-2%	1.1%[50 µM]
O=C(CNc1ccccc1Cl)c1ccc(Br)cc1	0%	-1.5%	7%	4%	5%	1.4%	1.0	39	-7%	0.2%
COCCn1c(SCC(=O)NN2C(=O)NC(C)(c3ccccc3)C2=O)nnc1-c1ccncc1 (stereo not drawn)	/	/	4%	/	/	0.6%	-2.2	72	-9%	1.2%[50 µM]
O=C(c1ccc(NS(=O)(=O)c2cccc([N+](=O)[O-])c2)cc1)N1CCN(C(=O)c2ccco2)CC1	/	/	3%	/	/	0.3%	-0.3	65	-5%	0.2%[50 µM]
NC(=O)[C@H]1CC2(CC(c3cccc(NC(=O)[C@H]4CCC(=O)N4)c3)=NO2)CN1C(=O)c1cc([N+](=O)[O-])cc([N+](=O)[O-])c1 (stereo partly drawn)	4%	0.3%	1%	8%	4%	1.2%	-0.1	66	-10%	0.5%
Cc1cccc(OCCSc2cc(C)nc(N)n2)c1	14%	-0.3%	13%	24%	5%	-1.6%	0.7	35	2%	0.0%
CCOC(=O)Nc1ccc2nc(Sc3ccc(Cl)cc3)sc2c1	8%	-0.5%	2%	1%	1%	8.4%	6.6	95	-10%	0.3%
CC(C)CCNC(=O)COc1ccc(N(C)S(=O)(=O)c2ccc(F)cc2)cc1	0%	-0.9%	9%	8%	7%	0.8%	1.6	34	1%	-0.1%
Cc1nc2ccccn2c1C(=O)NNC(=O)Nc1cccc(C(F)(F)F)c1	-4%	-0.4%	9%	10%	-9%	0.8%	0.5	59	-3%	-0.6%[50 µM]
CCCC(c1nnnn1Cc1ccc(F)cc1)N1CCN(C2CCCCC2)CC1 (stereo not drawn)	1%	-0.2%	-4%	12%	-2%	-0.4%	-0.2	77	7%	-0.1%
CS(=O)(=O)Nc1nnc(SCC(=O)N(c2ccccc2)c2ccccc2)s1	-3%	-0.4%	7%	-23%	3%	0.3%	-0.4	49	-7%	5.7%
CC1(c2nnc(-c3ccncc3)o2)CC(c2cccc(Cl)c2)=NO1 (stereo not drawn)	/	0.4%	2%	16%	/	-0.9%	-1.7	93	-6%	-0.7%
COC(=O)c1scc(C)c1-n1ccc(C(=O)C(=O)N(C)C)c1	-1%	0.2%	5%	8%	2%	-0.2%	-1.3	62	-7%	0.3%
COc1ccc(CCNC(=O)c2ccc(-c3cccc([N+](=O)[O-])c3)o2)cc1OC	1%	0.1%	1%	7%	-8%	?	8.3	62	/	0.5%
CCOC(=O)c1c(S(=O)(=O)NCc2cccs2)c(C)n(C)c1C	4%	-1.0%	4%	7%	-4%	0.3%	0.9	72	-1%	-0.2%
COCCSc1nnc(NC(=O)CS(=O)(=O)c2ccccc2)s1	8%	-0.5%	1%	1%	6%	3.0%	-1.8	50	-20%	-0.2%
CSCCC(NS(=O)(=O)c1ccccc1)C(=O)Nc1nccs1 (stereo not drawn)	/	/	0%	/	/	/	-1.3	41	-7%	-1.4%
O=C(c1cccc(Br)c1)N1CCN(C(=O)N2CCOCC2)CC1	14%	-0.2%	-3%	2%	-2%	1.9%	-0.5	83	5%	1.3%
CCn1c(-c2cc(-c3cc(OC)ccc3OC)nc3ccccc23)n[nH]c1=S	1%	2.2%	-1%	24%	2%	1.7%	0.1	54	-12%	-0.6%
CCSc1nnc(NC(=O)c2nc(-c3ccccc3)n(-c3ccccc3)n2)s1	15%	0.1%	5%	9%	-1%	16%	0.5	74	8%	-0.7%
COc1ccc(S(=O)(=O)NCC2CCC(C(=O)NCc3ccc(F)cc3)CC2)cc1 (stereo not drawn)	-2%	1.0%	13%	5%	0%	0.7%	0.9	97	-3%	-0.3%[50 µM]
CC[C@H](C)[C@@H](CN[C@H](C)CNC)NCCC(c1ccccc1)c1ccccc1	4%	-2.3%	8%	26%	2%	-3.1%	31	46	-9%	13%
O=[N+]([O-])c1ccccc1-n1cnc2ccccc21	-5%	-0.2%	1%	8%	14%	-0.4%	1.1	34	1%	-3.4%
CCNC(=S)N/N=C(\C)c1ccco1	-8%	0.5%	0%	12%	0%	0.8%	2.9	64	-7%	-0.3%
CCC(C)NC(=O)CSc1ccc(NC(C)=O)cc1 (stereo not drawn)	-2%	0.3%	5%	1%	2%	2.1%	-3.6	68	0%	0.8%
Cc1cc(CN2CCOCC2)c(O)c(C2(C)CCCCC2)c1	-10%	1.2%	6%	-4%	3%	12%	9.2	36	-1%	0.3%
CCc1sc(NC(=O)C(C)C)nc1-c1ccccc1	12%	-1.0%	8%	6%	5%	2.7%	4.5	66	2%	0.5%
Cc1ccc(-c2nn(-c3ccccc3)cc2CO)o1	58%	0.0%	12%	-7%	1%	2.5%	1.0	43	-12%	-0.1%
CCCn1c(SCC(=O)Nc2ccccc2Cl)nc(O)cc1=O	/	/	3%	/	/	/	0.2	53	-12%	-0.5%[50 µM]
CC(C)(C)SC(=O)CC1NS(=O)(=O)OCC1NC(=O)OCC(Cl)(Cl)Cl (stereo not drawn)	4%	-1.3%	8%	7%	-1%	-2.3%	0.4	61	-2%	-0.5%
C=C(C)CNC(=S)N=Nc1c(O)[nH]c2ccc([N+](=O)[O-])cc12	6%	-0.9%	21%	18%	4%	21%	4.4	62	-4%	0.3%
NS(=O)(=O)c1ccc(CCNC(=O)C(=O)c2c[nH]c3ccccc23)cc1	3%	-0.1%	7%	3%	3%	0.5%	2.1	48	0%	-4.3%
Cc1cc(NC(=O)CSc2nnc(C(C)N(C)C)n2-c2ccc(F)cc2)no1 (stereo not drawn)	-5%	0.5%	8%	12%	6%	0.8%	-1.2	62	-8%	0.1%
COCCn1c(SCC(=O)Nc2cc(OC)ccc2OC)nc2c(c1=O)SC(C)C2 (stereo not drawn)	-13%	-0.5%	8%	11%	16%	4.7%	-0.9	53	-2%	-0.1%

Source: PubChem BioAssay
